FUS suppressor: qHTS for Suppressors of FUS Proteinopathy: Primary screen using FUS-linked yeast assay | S. cerevisiae FUS-expressing, growth rescue, OD600, 24 h | Potency, µM (top dose mostly 76.6 µM), for inactives: top-dose growth rescue (activation), most hits filed as activators | hit rate 0.24% among 390,000;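 note: potency is the fitted concentration of half-maximal effect; plate controls were DMSO vehicle for no effect and reference control for full effect; nearly all actives have a fitted effect of over 55% in size; some results filed as inactive show a strong effect at the top dose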
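S. cerevisiae expressing FUS from galactose induction served as the toxicity model. Growth after 24hr at 30C, read as absorbance at 600 nm, indicates suppression of toxicity; compounds dosed at several concentrations.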
Abeta rescue: qHTS for compounds that reverse cellular toxicity of Amyloid beta (A-beta) peptide in yeast: Primary Screen | yeast expressing A-beta42, growth rescue, OD600, 48 h; response scale: 0% DMSO, 100% iron-clioquinol control | Potency, µM (doses to about 46.1 µM), without a hit: top-dose growth rescue, actives largely listed as activators | hit rate 0.063% among 410,000; note: potency is the fitted concentration of half-maximal effect; nearly all actives have a fitted effect of over 55% in size
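Yeast growth medium received pinned compounds, then yeast cells expressing toxic A-beta were added; plates incubated at 30 C for 48 hr. Growth read as absorbance at 600 nm, normalized to DMSO and equimolar FeCl3 plus clioquinol controls.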
aSyn yeast inh: qHTS of alpha-syn Inhibitors | Potency, µM (series often up to 46.1 µM), for inactives: top-dose growth rescue (activation), actives largely listed as activators | hit rate 0.14% among 370,000 | Yeast expressing alpha-synuclein, growth rescue, BacTiter-Glo, 24 h | AID 652106, 2013; note: potency is the fitted concentration of half-maximal effect; % of control where 0% means no effect; nearly all actives have a fitted effect of over 65% in size
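Readout is rescue of growth in alpha-synuclein-expressing yeast, so inhibitors of toxicity appear as activators. Growth after 24 hr at 30 deg C in galactose medium is quantified by luminescence.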
WRN helicase inh: qHTS for Inhibitors of WRN Helicase; Bifunctional 3'-5' exonuclease/ATP-dependent helicase WRN (Homo sapiens), Q14191; WRN helicase unwinding, fluorescent forked duplex, kinetic; Potency, µM (highest dose often 114 µM), inactives show at the highest dose activity change, negative = inhibition, usual class: inhibitors; hit rate 0.46% among 360,000; note: potency is the fitted concentration of half-maximal effect; % is set by controls: 0 for no effect and ±100 for the full control effect; nearly all actives have a fitted effect of over 55% in size
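WRN at 20 nM final preincubated with compound 15 min at room temperature; reaction started with 100 nM fluorophore/quencher forked duplex oligonucleotide and 2 mM ATP final. Unwinding followed kinetically by red fluorescence (ex 525, em 598 nm).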
PI5P4Ka inh: qHTS for Inhibitors of phosphatidylinositol 5-phosphate 4-kinase (PI5P4K). PI5P4Kalpha enzyme, ADP-Glo luminescence, 60 min; hits give low values. max response, %. hit rate 1.2% among 330,000. AID 652105, 2013; active = max response of -50% or lower; inconclusive = between -30% and -50%; inactive = -30% or higher; note: value at the top dose of about 77 µM; % is set by controls: 0 for no effect and ±100 for the full control effect
Target sequence (P48426 whole entry, looked up): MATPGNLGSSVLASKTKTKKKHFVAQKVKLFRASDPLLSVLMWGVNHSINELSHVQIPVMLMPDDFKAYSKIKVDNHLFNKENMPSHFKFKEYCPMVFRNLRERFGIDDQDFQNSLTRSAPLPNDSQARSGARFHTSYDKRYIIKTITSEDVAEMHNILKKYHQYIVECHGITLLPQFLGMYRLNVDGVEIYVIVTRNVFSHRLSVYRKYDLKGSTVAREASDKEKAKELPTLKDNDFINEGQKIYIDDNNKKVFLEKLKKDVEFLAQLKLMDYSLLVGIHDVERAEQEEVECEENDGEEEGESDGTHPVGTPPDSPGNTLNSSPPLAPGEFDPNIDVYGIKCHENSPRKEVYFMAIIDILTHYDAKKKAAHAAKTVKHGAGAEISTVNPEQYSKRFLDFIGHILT
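Luminescence from ADP-Glo served as readout of PI5P4Kalpha activity in a qHTS format. Reaction: enzyme, substrate, compound, ATP at 5 microM final, 60 min at RT.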
IL-2 act: qHTS of IL-2 Activators | IL-2 activation reporter assay, cell-based qHTS; stimulated with anti-CD3/CD4/CD28 beads; in transgenic mouse T cells | activation, % (series mostly up to about 46 µM) | hit rate 0.065% among 360,000; in the data active = activation above about 50%; inconclusive = mostly about 30% to 49%; note: 0% is about no effect
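First, unstimulated transgenic mouse T cells were exposed to compound for 60 min. Next, anti-CD3/anti-CD4-coated beads with anti-CD28 were added. Finally, after 18 h at 37 degrees C, EGFP and DsRed were imaged.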
EPAC1 antagonist: qHTS for Antagonist of cAMP-regulated guanine nucleotide exchange factor 3 (EPAC1): primary screen | Rap guanine nucleotide exchange factor 3 (Homo sapiens), O95398 | EPAC1 GEF assay, Rap1b-BODIPY-GDP exchange fluorescence | Potency, µM (doses to about 115 µM), inactives show top-dose activity change, negative = inhibition, hits mostly inhibitors | hit rate 0.14% among 360,000 | AID 720709, 2013;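 note: potency is the fitted concentration of half-maximal effect; plate controls were vehicle for no effect and positive control for full effect; nearly all actives have a fitted effect of over 50% in size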
EPAC1 agonist: qHTS for Agonist of cAMP-regulated guanine nucleotide exchange factor 3 (EPAC1): primary screen. hit rate 0.073% among 360,000. Rap guanine nucleotide exchange factor 3 (Homo sapiens), O95398. Potency, µM (series often up to 154 µM), without a hit: at the top dose activation, actives largely listed as activators. EPAC1 agonist qHTS, biochemical assay; response scale: 100% = response to 6.5 mM cAMP; note: potency is the fitted concentration of half-maximal effect; nearly all actives have a fitted effect of over 60% in size
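Multi-concentration qHTS readout: loss of Rap1B-bound BODIPY-GDP fluorescence driven by 100 nM EPAC1 with excess GDP (50 uM), monitored kinetically at room temperature; agonist response expressed relative to 6.5 mM cAMP.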
PLK1 PBD block: qHTS for Inhibitors of PLK1-PDB (polo-like kinase 1 - polo-box domain): Primary Screen. Potency, µM, for inactives: max response, negative = inhibition, most hits filed as inhibitors. AID 720504, 2013. Serine/threonine-protein kinase PLK1 (Homo sapiens), P53350. Plk1 PBD binding of FITC phosphopeptide, fluorescence polarization. hit rate 2.8% among 360,000; note: potency is the fitted concentration of half-maximal effect; series mostly up to about 57 µM; % is set by controls: 0 for no effect and ±100 for the full control effect; nearly all actives have a fitted effect of over 65% in size
Target sequence (P53350 whole entry, looked up, the tested form may be a part): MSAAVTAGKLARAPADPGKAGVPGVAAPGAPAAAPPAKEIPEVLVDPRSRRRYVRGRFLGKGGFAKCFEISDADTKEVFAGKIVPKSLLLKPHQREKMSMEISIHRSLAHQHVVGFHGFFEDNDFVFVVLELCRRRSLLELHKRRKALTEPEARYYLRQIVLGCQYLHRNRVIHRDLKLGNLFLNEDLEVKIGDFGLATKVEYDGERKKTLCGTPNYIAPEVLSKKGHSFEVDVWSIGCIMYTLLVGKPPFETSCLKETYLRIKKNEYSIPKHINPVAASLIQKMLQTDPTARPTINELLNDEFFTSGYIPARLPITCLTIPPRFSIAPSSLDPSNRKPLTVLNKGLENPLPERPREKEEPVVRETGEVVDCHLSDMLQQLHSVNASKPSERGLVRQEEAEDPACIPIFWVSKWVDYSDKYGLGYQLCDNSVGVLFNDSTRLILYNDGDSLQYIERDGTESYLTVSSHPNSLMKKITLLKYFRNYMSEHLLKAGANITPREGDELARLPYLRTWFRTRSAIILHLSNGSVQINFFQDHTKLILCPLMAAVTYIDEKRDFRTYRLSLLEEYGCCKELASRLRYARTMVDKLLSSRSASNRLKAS
* hit, by the source's call; ? = inconclusive; nt = not tested or not shown; & = joins results of further samples; [ ] = dose if it differs, or a comment. Unless noted, calls come from the whole dose curve; as a rule, active = well fitted curve in the direction sought with a large enough effect; inconclusive = small, poorly fitted or top-dose-only effect, or another doubt; inactive = no such curve, though single readings can be large; an effect the other way counts as inactive or inconclusive. The list is partial (hit frequency here may not be typical).

SMILES	FUS suppressor	Abeta rescue	aSyn yeast inh	WRN helicase inh	PI5P4Ka inh	IL-2 act	EPAC1 antagonist	EPAC1 agonist	PLK1 PBD block
CCOC(=O)[C@]12Cc3cc(OC)ccc3[C@H]1N(C(C)C)C(=O)c1cc(OC)ccc12	?	-68.6%[inhibitor]	-74.2%[inhibitor]	-10.0%	2.2	1.9	-7.1%	-11.3%	8.44µM*
CCOC(=O)CNC(=O)N1Cc2cc(-c3ccc(OC)cc3)ccc2-n2nncc2C1	7.9%	-6.2%	8.5%	6.8%	-2.3	1.7	-12.8%	-5.7%	0.8%
COc1ccc(C2C(C(=O)N3CCC4(CC3)OCCO4)c3cc(OC)c(OC)cc3C(=O)N2C)cc1 (configuration not stated)	-8.0%	10.4%	-10.2%	3.3%	0.4	-1.0	11.6%	-6.9%	2.8%
CC(=O)Nc1ccc(C2CN(C)CC2C(=O)c2ccc(Cl)cc2)cc1 (configuration not stated)	4.9%	2.2%	4.9%	-9.1%	0.4	-0.5	-5.5%	11.6%	-4.8%
Cn1c(=O)c2c(ncn2CCCl)n(C)c1=O	-33.4%	-10.6%	-0.8%	4.9%	-8.0	0.6	-4.2%	3.9%	-2.5%
Cn1c(O)c(C=NCCCN2CCCC2=O)c(=O)n(C)c1=O	29.1%	4.5%	1.1%	-2.5%	nt	1.0	3.2%	0.0%	-3.8%
COc1ccc(CCNCc2c(OC)ccc3ccccc23)cc1	-13.0%	13.2%	-1.1%	1.1%	3.8	-2.1	10.5%	-16.4%	-1.2%
COc1ccc(C[C@H]2NC[C@H](O)[C@H]2OC(C)=O)cc1	-30.5%	-67.7%[inhibitor]	?	-2.7%	-0.6	-0.8	-9.3%	-6.8%	-5.7%
CN(C)c1ccc(N=Cc2c(O)n(CCC3=CCCCC3)c(=O)[nH]c2=O)cc1	11.5%	0.3%	6.5%	13.5%	nt	205.6*	16.8%	?	3.0%
O=C1NC(=O)N(CC2CCCO2)C(=O)/C1=C/c1cccs1 (configuration not stated)	10.0%	-11.5%	-0.4%	-15.1%	?	-0.3	-3.2%	3.2%	?
CCN(CC)CCCN=Cc1c(O)n(-c2cccc(C)c2C)c(=O)[nH]c1=O	-34.5%	20.2%[9.22 µM]	3.7%	-3.5%	5.8	1.3	0.3%	2.3%	1.9%
CC(C)OS(C)(=O)=O	-32.0%	8.5%	3.2%	-1.5%	-1.9	-0.3	11.4%	-15.9%	-5.5%

Continued; the last three above are carried over.
SMILES	FUS suppressor	Abeta rescue	aSyn yeast inh	WRN helicase inh	PI5P4Ka inh	IL-2 act	EPAC1 antagonist	EPAC1 agonist	PLK1 PBD block
O=C1NC(=O)N(CC2CCCO2)C(=O)/C1=C/c1cccs1 (configuration not stated)	10.0%	-11.5%	-0.4%	-15.1%	?	-0.3	-3.2%	3.2%	?
CCN(CC)CCCN=Cc1c(O)n(-c2cccc(C)c2C)c(=O)[nH]c1=O	-34.5%	20.2%[9.22 µM]	3.7%	-3.5%	5.8	1.3	0.3%	2.3%	1.9%
CC(C)OS(C)(=O)=O	-32.0%	8.5%	3.2%	-1.5%	-1.9	-0.3	11.4%	-15.9%	-5.5%
O=C(c1cccc(C(F)(F)F)c1)N1C[C@H]2C[C@@H](C1)c1cccc(=O)n1C2	-24.7%	-4.8%	-5.0%	-0.3%	2.6	-0.3	-0.2%	0.2%	-3.6%
CCC1(c2cccc(O)c2)CCCCN(C)C1 (configuration not stated)	-35.1%	-3.4%	-0.1%	-2.0%	-0.1	-0.2	-3.0%	-6.7%	-7.0%
O=C1NC(=O)C(CCc2ccncc2)(Cc2ccc3c(c2)OCO3)C(=O)N1CCc1ccccc1 (configuration not stated)	?	14.7%	nt	-8.7%	2.5	1.2	-21.5%	14.6%	-12.4%
COC(=O)C1=C(c2ccc(Cl)c(C(F)(F)F)c2)C[C@@H]2CC[C@H]1N2C(=O)N1CCOCC1	25.5%	-6.0%	-2.6%	-12.3%	10.2	-2.5	-1.6%	4.1%	-4.5%
NCCc1ccc(O)cc1	-23.8%	-5.7%	-5.9%&-3.1%	-10.9%	0.3	0.1	-20.4%	-7.7%	-8.8%
CN1CCN(c2ccc(C(F)(F)F)cc2N)CC1	9.3%	-14.2%	-3.6%	-2.8%	13.9	0.3	-12.3%	-11.1%	-1.0%
CC(Oc1ccc(-c2ccccc2)cc1)C(=O)O (configuration not stated)	9.2%	-1.5%	6.9%	0.4%	nt	0.9	-12.0%	11.2%	-0.4%
NC1=NC(c2cccnc2)n2c(nc3ccccc32)N1 (configuration not stated)	9.0%	5.3%	-2.2%	-27.2%	4.0	0.3	-23.6%	-2.4%	-8.7%
N#Cc1ccc(CN2Cc3ccccc3-n3nncc3C2)cc1	-15.0%	-4.1%	3.5%	-6.1%	8.8	0.4	15.7%	2.1%	-0.9%
CC[C@]12C=CCN3CCC4(c5cc(Br)c(OC)cc5N(C)C4[C@@](O)(C(=O)OC)[C@@H]1OC(C)=O)C32 (some centres not stated)	6.5%	4.3%	13.3%	-0.7%	-14.6	3.4	?	-1.9%	?
CC(=O)NC1C(OC(=O)Cc2ccccc2)OC(COC(C)=O)C(OC(C)=O)C1OC(C)=O (configuration not stated)	6.8%	-14.4%	-1.0%	-9.6%	5.6	1.0	-2.0%	16.0%	-12.1%
CC(C)(C)NC(=S)N1Cc2ccccc2-n2nncc2C1	-29.5%	4.8%	0.0%	4.0%	-1.9	-2.6	10.9%	3.7%	-13.5%
C=C(C)[C@@H]1C2C(=O)O[C@H]1[C@H]1OC(=O)[C@@]34OC3C[C@]2(O)[C@@]14C (some centres not stated)	-40.8%	-12.4%	7.9%	-4.3%	4.3	0.0	-1.0%	-5.5%	2.8%
O=C(NC1CC1)c1cn(Cc2ccccc2)nc1-c1ccccc1	1.2%	-1.4%	6.9%	3.2%	-4.7	3.1	-2.0%	-1.8%	3.6%
Cc1cc(C)c(-n2c(O)c(/C=N/N3CCCCC3c3cccnc3)c(=O)[nH]c2=O)c(C)c1 (configuration not stated)	1.5%	2.2%	2.6%	-2.7%	0.8	1.4	0.5%	1.5%	6.3%
CCOC(=O)C(O)(c1ccc(NC(=O)NC2CCCCC2)cc1)C(F)(F)F (configuration not stated)	23.9%	-7.3%	-2.5%	-13.2%	nt	0.3	1.2%	-13.6%	-14.7%
COC(=O)C1=C(c2ccc(OC(F)(F)F)cc2)C[C@@H]2CC[C@H]1N2C(=O)NCCOc1ccccc1Cl	?	-13.0%	10.3%	-12.0%	-0.4	-3.2	-22.8%	nt	-3.7%
C/C(=C/C=C/[C@@H](C)C(=O)O)[C@H]1CN[C@H](C(=O)O)[C@H]1CC(=O)O	-4.6%	2.0%	-0.3%	-8.0%	1.7	-1.8	-5.1%	4.2%	-8.3%
O=c1[nH]c2ccccc2n1C1CCN(C(CCc2ccccc2)c2nnnn2Cc2ccccc2)CC1 (configuration not stated)	?	4.1%	3.7%	-9.5%	1.5	-0.8	-9.2%	1.2%	0.5%
COc1c2c(cc3c1OCO3)CCN(C)C2	-21.4%	-8.0%	1.1%	0.5%	1.4	-0.1	-13.8%	-8.0%	2.5%
Cc1cc(O)c(CN2CCN(c3ccccc3)CC2)cc1C	8.5%	9.1%	2.5%	-7.3%	2.1	-0.6	-11.1%	10.4%	0.7%
C[C@@H]1CN(C2CCC(C#N)(c3ccc(F)cc3)CC2)CC[C@]1(C(=O)O)c1ccccc1 (some centres not stated)	-12.9%	-2.7%	19.6%	4.2%	21.3	0.1	6.1%	-11.5%	2.1%
COC(=O)C1=C(c2c(C)noc2C)C[C@@H]2CC[C@H]1N2C(=O)N1CCCCC1	19.4%	13.3%	-1.8%	3.0%	0.9	1.4	2.3%	-4.3%	1.6%
Cc1cccc(NP(=O)(Oc2ccccc2F)Oc2ccccc2F)c1C	13.9%	5.5%	-11.3%	-1.3%	9.7	-4.1	-13.3%	9.4%	-3.4%
CCN1C[C@@]2(COC)C3[C@@H](OC)[C@H]4[C@@H]1[C@@]3(C1C[C@@]3(O)[C@H](OC(=O)c5ccccc5)C1[C@]4(OC(C)=O)[C@@H](O)[C@H]3OC)[C@@H](OC)C[C@H]2O (some centres not stated)	-9.7%	-14.7%	0.8%	1.7%	4.7	0.2	-4.9%	-13.9%	-3.4%
CC/C(=N\Nc1ccccc1)c1c(O)n(-c2ccccc2)c(=O)[nH]c1=O	15.2%	16.9%	0.1%	-14.2%	-0.5	0.1	-8.1%	2.7%	-9.1%
CC1=C(C)CN2CC(C#N)=C(N)C2C1 (configuration not stated)	13.2%	-22.7%	-3.3%	-30.3%	?	0.2	?	-3.1%	-28.5%
COc1ccc(C(=O)C2CCCN(C3CSCCSC3)C2)c(C)c1 (configuration not stated)	13.1%	7.7%	-1.1%	-5.5%	5.0	-3.6	-4.5%	4.4%	-5.0%
COc1ccc(Cl)cc1C(=O)C1CCCN(Cc2cnc(C)s2)C1 (configuration not stated)	-6.6%	-15.8%	0.7%	5.5%	7.6	-5.2	-5.7%	-15.0%	-7.8%
O=c1oc2ccccc2n1CSC1=NCCS1	7.9%	-25.8%	9.9%	-12.0%	1.8	-0.2	7.3%	1.7%	?
CCOc1cc2c(cc1OCC)-n1cccc1C(c1c(O)cccc1OC)NC2 (configuration not stated)	17.4%	12.5%	13.6%	-4.4%	-0.7	0.7	-24.4%	4.6%	-2.3%

From PubChem BioAssay
